SIRT5 inh: SIRT5 desuccinylase inhibitors, primary screen, biochemical, fluorescence imaging, single point, set 5; AID 652115, 2013; Purified SirT5, succinyl-peptide AMC, trypsin-coupled fluorescence; actives 1.1% (n = 330,000); inhibition, % at 15 µM; in the data active = inhibition above about 15%
Target sequence (Q9NXA8 whole entry, looked up): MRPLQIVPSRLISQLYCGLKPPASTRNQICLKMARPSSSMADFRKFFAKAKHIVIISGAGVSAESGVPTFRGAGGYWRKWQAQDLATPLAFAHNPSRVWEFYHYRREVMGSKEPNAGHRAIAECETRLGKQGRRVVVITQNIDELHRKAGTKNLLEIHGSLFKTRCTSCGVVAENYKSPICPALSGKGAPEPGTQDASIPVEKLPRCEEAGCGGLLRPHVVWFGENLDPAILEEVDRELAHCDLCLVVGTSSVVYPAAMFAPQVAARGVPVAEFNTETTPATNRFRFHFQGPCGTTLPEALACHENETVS
esBAF inh: Bmi1 luciferase reporter increase in mESCs, primary screen, esBAF inhibitor project, mouse ES cells, Bmi1 luciferase knock-in, single point. reporter increase, % at 12.5 µM. 24 h; 100% = twice the neutral-well signal. actives 2% (n = 350,000); in the data active = activation above about 40%;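 also: 0% = median of the plate's neutral control wells and 100% = double that signal; a rise in the Bmi1 reporter signal indicates esBAF inhibition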
Casp6 inh: human caspase-6 inhibitors, primary screen, biochemical, VEID-R110 fluorescence, single point, set 2; purified caspase-6, Z-VEID-R110 cleavage fluorescence; inhibition, % at 12.5 µM; actives 0.53% (n = 350,000); AID 686996, 2013;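 active = mean inhibition across replicates at least about 35%, with every replicate also reaching that limit, limit read from the data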;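 also: 0% = median of neutral control wells and 100% = no fluorescence left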
Target sequence (P55212 24-179 limits assumed): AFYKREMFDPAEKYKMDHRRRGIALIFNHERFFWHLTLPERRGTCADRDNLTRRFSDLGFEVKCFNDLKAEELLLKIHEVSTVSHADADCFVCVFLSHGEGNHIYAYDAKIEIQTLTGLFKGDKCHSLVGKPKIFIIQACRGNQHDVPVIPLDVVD
Target sequence (P55212 194-293 limits assumed): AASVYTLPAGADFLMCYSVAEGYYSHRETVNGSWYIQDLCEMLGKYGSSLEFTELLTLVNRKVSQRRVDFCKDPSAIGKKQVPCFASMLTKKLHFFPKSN
C2C12 statin: suppressors of statin myotoxicity in C2C12 myotubes, primary screen, cell-based, single point, plate reader; actives 0.78% (n = 330,000); rescue of ATP level, % at 7.49 µM; AID 602340, 2012; C2C12 myotubes + simvastatin, ATP luminescence, 48 h; scaled: DMSO 0, geranylgeraniol control 100;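 active = mean ATP rescue above about 67%, or every replicate alone reaching that limit, limit read from the data, passing the limit was not always enough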;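 also: myotubes were challenged with 10 µM simvastatin during compound exposure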
FN deposition inh: inhibitors of fibronectin matrix deposition, primary screen, AH1F cells, Alexa488-fibronectin fluorescence, plate reader; AID 743247, 2014; inhibition, % at 12.6 µM; AH1F fibroblasts, overnight; actives 0.086% (n = 350,000);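 active = mean inhibition across replicates of 30% or more, regardless of how many single replicates reach that level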;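 also: positive control wells lacked labelled fibronectin entirely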
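Assay system: AH1F fibroblasts / Quantity: 10000 cells per well / Medium: DMEM plus 2% serum, read in PBS / Reagent: labelled fibronectin 24 nM / Dosing: single dose, pinned / Times: 1 h cell attachment, overnight exposure to compound and label / Signal: fluorescence, ex 485 nm, em 525 nm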
LGR2 antag: inhibitors of bursicon-induced LGR2 CRE-luciferase signal, primary screen, cell-based, HEK293, CRE-luciferase reporter, bursicon stimulation; Drosophila bursicon receptor LGR2 (rickets); bursicon-stimulated, 4 h; inhibition, % at 9.99 µM; actives 0.35% (n = 380,000); AID 720647, 2013;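 active = drop in luminescence signal, shown as inhibition above about 50% in the replicate tests, limit read from the data, passing the limit was not always enough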;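 also: agonist challenge used bursicon conditioned medium at about half maximal strength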
S100A4 inh HTS: inhibitors of S100A4-myosin IIA peptide binding, primary screen, biochemical, fluorescence polarization, TAMRA-MyoIIA peptide | Protein S100-A4 (Homo sapiens), P26447 | inhibition, % at 10.7 µM | actives 0.14% (n = 360,000);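 active = mean inhibition of at least 70% across replicates, with every replicate also reaching that level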
Target sequence (P26447 whole entry, looked up): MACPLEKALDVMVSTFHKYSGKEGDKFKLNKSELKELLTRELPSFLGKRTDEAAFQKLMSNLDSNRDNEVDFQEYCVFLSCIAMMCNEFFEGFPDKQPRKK
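incubation = readout 5 min after mixing, signal stable up to 60 min | system = S100A4 monomer protein | buffer or medium = HEPES pH 7.2 with CaCl2, KCl, NaCl, DTT, Triton | benchmarks = neutral control DMSO, positive control TFP | also added = fluorescent myosin IIA peptide, 5 nM | compound dosing = one concentration per compound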
An asterisk follows results filed as active; / = not tested or not shown. These rows are one share of the data, so the mix of outcomes need not match the whole.

smiles,SIRT5 inh,esBAF inh,Casp6 inh,C2C12 statin,FN deposition inh,LGR2 antag,S100A4 inh HTS
CCOc1ccc(CNC(=O)C2CCN(S(=O)(=O)N3CCC(C)CC3)CC2)cc1OC,/,-4.0,2.4,3.2,-8.9,0.2,-1.6
C[C@H](CO)N1C[C@H](C)[C@H](CN(C)S(=O)(=O)c2cccs2)OCCCC[C@H](C)Oc2ccc(NS(=O)(=O)c3ccc(Cl)cc3)cc2C1=O,4.7,10.9,-1.1,/,-2.3,13.7,-1.2
CN(Cc1cnn(-c2ccccc2)c1)C(=O)c1ccc(S(=O)(=O)NCc2ccco2)cc1,/,-0.1,0.5,1.5,-0.8,-4.2,-2.7
CCSC1=N/C(=C\c2ccccc2)C(=O)N1,/,25.9,-0.6,7.1,-8.8,-4.0,0.5
O=C(C[C@H]1C[C@@H]2c3cc(NS(=O)(=O)c4ccc(F)cc4)ccc3O[C@@H]2[C@@H](CO)O1)NCc1ccccc1F,-0.1,7.7,-0.7,5.7,-10.5,6.9,5.6
COCC(=O)Nc1cc(C(=O)Nc2ccccc2)ccc1Cl,-3.6,/,/,/,10.1,-78.2,-1.9
O=C(NC(c1ccc(-c2ccccc2)cc1)c1cnccn1)C1CCN(Cc2ccc(Oc3ccccc3)cc2)CC1 (stereo not given),-2.6,-16.3,0.6,-2.1,0.8,18.1,-6.4
CC1CCN(C(=O)COC(=O)c2c[nH]c3ccccc23)CC1,-0.4,57.0*,0.0,5.2,1.4,-2.1,-5.6
S=C1NCCNC(=S)NCCOCCN1,-3.6,/,-7.4,/,-13.9,/,-0.4
CN1CCN(CCNC(=O)c2cn(Cc3ccccc3F)nn2)CC1,-5.3,-2.9,0.4,-8.2,-3.0,9.2,-19.9
COc1ccc(C2=NOC(C(=O)Nc3c(C)n(C)n(-c4ccccc4)c3=O)C2)cc1 (stereo not given),-1.9,-0.7,-0.8,13.4,-0.7,-1.5,-7.7
CCOCCCn1c(=S)[nH]c2cc(C(=O)NCCc3ccc(OC)c(OC)c3)ccc2c1=O,1.0,-1.0,-0.4,-5.3,10.5,-9.4,8.4
Cc1ccc(-n2nc3c(c2NC(=O)CC(C)C)CS(=O)(=O)C3)c(C)c1,-17.0,-1.9,-3.7,12.5,/,1.9,-1.9
C[C@H](CO)N1C[C@H](C)[C@H](CN(C)C(=O)C2CCCCC2)OCCCC[C@H](C)Oc2ccc(NC(=O)C3CCCCC3)cc2C1=O,3.2,10.4,0.6,/,/,-2.4,9.8
Cc1ccc(N(C(=O)c2csnn2)C(C(=O)NC(C)(C)C)c2ccncc2)cc1 (stereo not given),1.9,-0.5,-2.9,-6.3,/,14.3,-6.5
Cc1c(Cl)cccc1NC(=S)NC(=O)CCN1C(=O)c2ccccc2C1=O,-2.5,6.3,-6.1,-69.0,-8.8,/,-0.8
Cc1ccc2cc(CCNC(=O)C(C)C)c(=O)[nH]c2c1C,-3.4,7.0,-0.6,1.2,-2.7,8.4,12.1
CC(C)(C)c1ccc(CC(=O)N2CCC2(C)C(=O)NS(=O)(=O)c2ccccc2C(F)(F)F)cc1 (stereo not given),/,-6.2,-0.5,5.1,5.1,8.0,1.3
N#CC1=C(N)SC(N)=C(C#N)C1Cc1ccccc1,-5.1,-5.8,10.2,-3.1,/,7.2,-10.7
CC1=C(C)CC(C(=O)NCC(=O)c2ccccc2)C(C(=O)O)C1 (stereo not given),/,31.1,/,3.1,2.5,/,/
COc1ccc(CNC(=O)CN(Cc2ccc(OC)cc2)C(=O)CCC(=O)Nc2nccs2)cc1,5.3,-4.5,-1.7,-2.4,8.4,9.2,-3.5
CC1CCN(S(=O)(=O)c2cc(Cl)ccc2Br)CC1,/,1.0,/,-5.8,-10.4,-10.2,/
CC[N+](CC)(CC)CCCCOc1ccc2c(c1)C(=O)c1cc(OCCCC[N+](CC)(CC)CC)ccc1-2,4.4,/,-30.3,/,3.7,-3.5,2.2
CCOC(=O)c1ccc(NC(=O)CN2C(=O)C(C)SC(C)C2=O)cc1 (stereo not given),11.4,5.3,2.4,-3.5,/,-19.4,-0.9
CCN(C(=O)CSc1nnnn1-c1ccccc1OC)C1CCS(=O)(=O)C1 (stereo not given),-11.2,/,-1.1,-1.3,-0.5,-18.4,-6.7
Cc1noc(C)c1S(=O)(=O)Nc1ccc2c(c1)C(=O)N([C@@H](C)CO)C[C@H](C)[C@@H](CN(C)Cc1ccc(C(=O)O)cc1)OCCCC[C@H](C)O2,-5.2,-4.3,-3.1,/,-1.6,-1.6,5.5
COc1cc(C(=O)NCC(=O)N/N=C/c2ccc(-c3cccc([N+](=O)[O-])c3)o2)cc(OC)c1OC,-0.6,-2.7,-4.9,-0.8,-2.1,-11.1,-2.1
COc1ccc(C(C)=O)cc1Cn1c(=O)cc(C)[nH]c1=O,-4.5,-2.4,-3.5,3.2,-0.8,-1.2,-5.2
COc1ccc(-c2cc(=O)c3c(C)cc(O)cc3o2)cc1,0.7,/,0.5,/,-0.5,-52.3,-16.6
CCN1CCN(c2nnc(-c3ccc(F)cc3)c3ccccc23)CC1,0.8,1.9,-5.9,-3.9,1.0,-7.6,-5.3
CCCNC(=O)N1CC(=O)N2[C@@H](CO)[C@@H](c3ccc(C#Cc4cccc(F)c4)cc3)[C@@H]2C1,0.2,/,-0.6,/,/,-4.7,5.7
O=C(NC1CCCCC1)[C@H]1[C@H](CO)[C@H]2Cn3c(cccc3=O)[C@@H]1N2CC1CCCCC1,1.6,/,1.7,/,/,-12.2,-3.3
Cc1ccc(-c2cc(NC(=O)c3ccccc3[N+](=O)[O-])n[nH]2)cc1,0.9,6.9,-2.2,12.9,7.6,-16.6,-1.2
COC(=O)[C@]12C[C@H](CC(=O)NCCc3ccccc3OC)C(=O)N(Cc3ccccc3)C1=C[C@H](C1CCCC1)O[C@@H]2C,/,/,-3.1,/,3.2,17.9,11.6
CC1Cc2ccccc2N1C(=O)CN(C)CC(=O)Nc1ccc(F)cc1 (stereo not given),0.9,-5.9,4.4,1.8,-2.3,3.4,-1.0
O=C(NCc1ccccn1)[C@@H]1[C@@H](CO)[C@@H]2Cn3c(ccc(C4=CCCC4)c3=O)[C@H]1N2Cc1cccnc1,-4.1,-2.0,1.3,15.4,/,-12.1,10.8
CN(C(=O)COC(=O)/C=C/c1cccs1)C1CCCCC1,/,-0.6,0.2,0.1,/,-36.5,0.4
Cc1nnc(SCC(=O)N(C)c2c(N)n(Cc3ccccc3)c(=O)[nH]c2=O)n1Cc1ccccc1,-2.0,-2.5,-0.3,-2.2,-2.4,5.8,1.3
CSCCC(NC(=O)c1ccc(Cl)cc1)C(=O)NC(C)(C)C (stereo not given),/,-3.1,/,-0.1,8.3,/,/
COc1ccccc1NS(=O)(=O)c1cc(C(=O)N2CCCCCC2)ccc1C,-6.3,-2.5,1.0,4.8,-6.1,2.8,2.2
Cc1cccc(NS(=O)(=O)c2cn(C)c(=O)n(C)c2=O)c1C,10.8,-3.4,0.9,1.0,3.3,-9.4,1.8
O=C(CN1CCOCC1)N1CC(=O)N2[C@H](CO)[C@@H](c3ccc(/C=C/c4ccccc4)cc3)[C@H]2C1,-0.6,/,0.0,/,/,32.4,-7.3
CCn1ncc(Br)c1C(=O)Nc1ccccc1C(=O)OC,/,2.8,/,-11.9,-1.7,/,/
C[C@@H]1CCCCO[C@H](CN(C)C(=O)C2CCCCC2)[C@H](C)CN([C@@H](C)CO)C(=O)c2cc(NC(=O)Cc3ccccc3)ccc2O1,3.4,-0.5,-0.9,25.7,/,8.6,5.9
CSc1ccccc1C(=O)OCC(=O)N1CCN(C(C)=O)CC1,0.0,4.7,0.1,0.6,-1.3,10.4,-16.5
COCC#Cc1ccc2c(c1)O[C@@H](CN(C)C(=O)c1ccccc1)[C@@H](C)CN([C@@H](C)CO)S2(=O)=O,-3.2,3.0,-0.8,-3.2,/,-3.7,-2.1
Cn1c(=O)c(-c2cccc(Cl)c2)c(O)c2ccccc21,-2.9,/,5.1,/,-1.7,/,-2.4
Cc1ccc(CC2C(=O)N(c3nc(C)cc(C)n3)C(=O)C2C)cc1 (stereo not given),-4.4,-2.4,-1.9,-1.1,/,21.4,-4.9
CCCN(Cc1nnc(-c2ccccc2Cl)o1)C(=O)c1cc(S(=O)(=O)N2CCOCC2)ccc1F,15.3*,3.6,0.1,-4.1,-0.9,2.8,4.1
COc1ccc(/C=N/OCC(=O)NC(c2ccccc2)c2ccccc2)cc1OC,-2.1,/,0.5,/,-2.0,-14.5,1.8
COc1ccc(NC(=O)c2nc3nccc(C)n3n2)cc1S(=O)(=O)N1CCOCC1,0.4,-10.9,1.5,3.1,12.6,-10.9,-6.0
C[C@H]1CN([C@@H](C)CO)C(=O)c2cccc(NC(=O)Nc3ccc(C(F)(F)F)cc3)c2O[C@H]1CN(C)Cc1ccc(-c2ccccc2)cc1,1.8,6.6,0.5,26.8,/,-9.6,-2.1
S=C(Nc1cccc(Cl)c1Cl)N1CCCC1,-1.8,6.7,0.9,18.6,4.7,5.9,9.5
Cc1cccc(C(=O)Nc2nnc(SCC(=O)NC3CC3)s2)c1,0.5,18.6,-2.0,-0.5,-0.8,-8.1,5.9
CCOC(=O)C1(C)NC(c2ccco2)C2C(=O)N(c3ccccc3)C(=O)C21 (stereo not given),1.5,/,-1.6,/,-4.4,-13.2,2.7
CCCNC(=O)C[C@H]1CC[C@H]2[C@@H](COC[C@@H](O)CN2C(=O)Nc2ccc(Cl)c(Cl)c2)O1,3.5,-6.2,3.8,-26.0,1.0,5.4,-0.9
CCOC(=O)N1CCN(C(=O)CNC2CCCCCCC2)CC1,-5.8,/,0.9,/,-6.7,2.1,-20.7
Cc1nonc1CN(C)C(=O)c1cc(COc2ccc(F)cc2Cl)on1,-3.4,6.7,0.8,1.7,4.6,-18.8,-2.3
Cc1ccnc(NC(=O)C2(c3cccs3)CCOCC2)c1,2.4,/,0.4,/,-1.3,-8.9,-12.5
Cc1ccc(N(C(=O)Nc2ccccc2)C2=NCCC2)cc1,-8.5,/,0.8,/,-1.7,/,-2.1

(list continues)
smiles,SIRT5 inh,esBAF inh,Casp6 inh,C2C12 statin,FN deposition inh,LGR2 antag,S100A4 inh HTS
COc1ccc(CNC(=O)C[C@@H]2CC[C@H]3[C@@H](COc4ccc(NC(=O)C5CC5)cc4C(=O)N3C)O2)cc1,-0.3,-5.7,-3.3,7.7,-5.6,5.4,-2.9
Cc1ccc(NC(=O)c2ccc(Br)o2)cc1S(=O)(=O)N(C)C,-0.1,55.4*,-1.3,-8.9,-1.8,-32.8,-1.1
COc1ccccc1NC(=O)Nc1nnc(C(C)C)s1,-2.4,/,4.8,/,2.2,-84.0,-0.8
Cc1ccc(CSc2nnc(-c3ccc(S(=O)(=O)N4CCCC4)cc3)o2)cc1,/,-11.6,/,-34.8,-1.4,/,/

3 compounds out of the list above, ordered by their value in SIRT5 inh, low to high.
Compound | SIRT5 inh
COc1ccccc1NC(=O)Nc1nnc(C(C)C)s1 | -2.4
COc1ccc(CNC(=O)C[C@@H]2CC[C@H]3[C@@H](COc4ccc(NC(=O)C5CC5)cc4C(=O)N3C)O2)cc1 | -0.3
Cc1ccc(NC(=O)c2ccc(Br)o2)cc1S(=O)(=O)N(C)C | -0.1

Screening data deposited in PubChem BioAssay by Broad Institute.
